Epigenetic derep = derepresses silenced GFP reporter in murine cells | 280,000 tested, 0.2% active | Potency, µM (doses to about 53.9 µM), for inactives: top-dose GFP activation, actives largely listed as activators | murine LDR cells, GFP reporter derepression, 30 h; active = well fitted activation curve with a large enough effect; inconclusive = small, poorly fitted or top-dose-only effect; also: % of control where 0% means no effect; nearly all actives have a fitted effect of over 60% in size
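Readout is the number of GFP-expressing murine LDR cells, counted by cytometry following washing. Cells were treated with compound for 30 h at 37 C; the stably integrated CMV-GFP locus is normally silent.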
The depositor's hits bear a star; ? = inconclusive. Potency is read from the fitted curve at half-maximal effect.

SMILES | Epigenetic derep
CCOC(=O)c1noc2nc(C)n(Cc3cccc([N+](=O)[O-])c3)c(=O)c12 | 1.7%
Cn1c(SCc2ccccc2Cl)nc(=O)c2c1NC(=O)CC2c1cc(F)ccc1F (stereo not drawn) | 4.3%
COc1ccc(CCNc2ncnc3c2cnn3-c2ccc(C)cc2)cc1 | 1.3%
CCCCNC(=O)c1cc(-c2cccnc2)nc2ccc(S(=O)(=O)NCCCC)cc12 | -0.2%
CC1=C(C(=O)Nc2ccc(C)cc2C)C(c2cc(Br)ccc2F)n2ncc(C(=O)Nc3ccc(C)cc3)c2N1 (stereo not drawn) | -0.2%
COc1cc(CN2CCc3nc(N4CCN(c5ccccn5)CC4)ncc3C2)cc(OC)c1OC | -2.9%
CCc1cccc(NC(=O)CSc2ncc3c(n2)-c2ccccc2N(Cc2ccccc2C)S3(=O)=O)c1 | -2.4%
O=C(NCc1ccccc1)C(=O)NCC(c1cccnc1)N1CCN(c2ccccc2)CC1 (stereo not drawn) | 0.0%
COC(=O)c1ccc(-n2nnc(-c3nc(-c4ccccc4Cl)no3)c2C)cc1 | 0.7%
CCOCCn1cnc2sc(C(=O)Nc3ccccc3C(=O)OC)c(C)c2c1=O | -1.1%
COc1cccc(NC(=O)c2cc3c(=O)n(Cc4cccnc4)ccc3nc2C)c1 | 0.0%
Cc1cccc(C)c1OCC(=O)NCC1(N2CCOCC2)CCCCC1 | -3.2%
Cc1ccc(CN2CCc3nc(SCC(=O)Nc4cccc(C)c4C)[nH]c(=O)c3C2)cc1 | -5.8%
O=C(NCc1cccs1)c1ccc2c(c1)sc1nc(-c3ccccc3)cn12 | 0.0%
CCOC(=O)c1nc(Nc2ccc(Cl)cc2)c2c(C)noc2n1 | 9.5%
COc1cc(C2C(=O)N(C3CCCCCC3)CC(=O)N2CCC2=CCCCC2)ccc1OC(C)C (stereo not drawn) | 4.7%
Cc1cccc(Cn2c(C)c(C)c3cc(C(=O)NCc4ccc(C)o4)ccc32)c1 | 3.4%
CCOc1ccccc1C(=O)NCC(c1ccc(N(C)C)cc1)N1CCCC1 (stereo not drawn) | -3.4%
COc1ccc(-c2cn3nc(N4CCCC(C(=O)Nc5ccccc5OC)C4)sc3n2)cc1 (stereo not drawn) | 2.5%
O=C(CCSCc1ccccc1Cl)N1CCN(c2ccc(F)cc2)CC1 | 1.2%
COc1ccc(C2c3[nH]c4ccccc4c3CCN2C(=O)CCC2CCCC2)cc1 (stereo not drawn) | 1.0%
CC(C)Oc1ccc(CNC(=O)Cn2ncn3nc(-c4cccs4)cc3c2=O)cc1 | -4.5%
COC(=O)c1ccccc1NC(=O)C1CCCN(c2nnc(C)c3c(C)n(-c4ccccc4)nc23)C1 (stereo not drawn) | -2.9%
O=C(CSc1nc(=O)n(Cc2ccncc2)c2c1CCC2)Nc1ccccc1 | -0.9%
CCS(=O)(=O)c1ncc(N(Cc2ccccc2)Cc2ccco2)c(C(=O)Nc2cccc(Cl)c2C)n1 | 0.8%
SMILES | Epigenetic derep
COc1cccc(NC(=O)Nc2ccc3nc(N4CCN(C)CC4)cc(C)c3c2)c1 | -1.1%
Cc1cc(-c2ccccc2)n2nc(-c3ccc(Cl)cc3)cc2n1 | -0.2%
O=C(CN1C(=O)CCc2cc(Br)ccc21)Nc1ccc(OC(F)(F)F)cc1 | 2.5%
Cc1nc(SCc2cc(=O)c3cccc(F)c3[nH]2)n[nH]1 | 0.2%
COc1ccc(C2C(=O)N(C3CCCCC3)CC(=O)N2CCC2=CCCCC2)cc1 (stereo not drawn) | 0.3%
CCOC(=O)c1[nH]c(C)c(CCC(=O)NCc2cccc(Cl)c2)c1C | -0.5%
CCCC(=O)Nc1cccc(-c2cn3c(C)csc3n2)c1 | 2.9%
O=C(Cc1cccs1)NC1CC(=O)N(c2ccc(Cl)cc2)C1 (stereo not drawn) | 1.4%
CCc1ccc(NC(=O)CCS(=O)(=O)c2ccc3c(c2)CCN3C(C)=O)cc1 | 0.0%
COc1cccc(NC(=O)CSC2=Nc3ccccc3C3=NC(CCC(=O)NCCc4ccccc4)C(=O)N23)c1 (stereo not drawn) | 0.0%
CC(C)(C)c1ccc(OCC(=O)Nc2ccc(S(=O)(=O)Nc3ncccn3)cc2)cc1 | 1.7%
Cc1ccc(OCC(=O)Nc2ccccc2C(=O)OCc2cc(=O)n3ccsc3n2)cc1 | 0.3%
O=C(Nc1ccc(OC(F)(F)F)cc1)C1CCN(S(=O)(=O)c2ccc3[nH]c(=O)ccc3c2)CC1 | 0.0%
Cc1ccc(C(=O)Nc2nnc(S(=O)(=O)N(C)Cc3ccc(Cl)cc3)s2)cc1 | -1.4%
Cc1nc2nc(SCC(=O)NCCc3ccc(Cl)cc3)nn2c(C)c1Cc1ccccc1Cl | -0.7%
COc1ccc(S(=O)(=O)N2CCN(c3ccccc3)CC2)cc1-c1noc(C)n1 | ?
COC(=O)c1cc2oc(C)cc2n1Cc1ccc(C)cc1 | -5.6%
CC(C)Oc1ccc(CNC(=O)c2ccc3nc(Cc4ccccc4)oc3c2)cc1 | -0.6%
CCOc1cccc(CC(=O)N2CCc3c([nH]c4ccccc34)C2c2ccc(C)cc2)c1OCC (stereo not drawn) | -1.2%
COc1ccccc1OCC(=O)NCC1(N2CCOCC2)CCCCC1 | -2.4%
CC(NC(=O)CSc1nc(-c2cccc(Cl)c2)nc2cc(=O)[nH]n12)c1nc2ccccc2n1C (stereo not drawn) | -3.9%
CCC(=O)N1c2ccccc2CC1C(=O)NCCCN1CCN(c2ccccc2)CC1 (stereo not drawn) | -0.1%
CC(=O)N1CCCc2cc(S(=O)(=O)N3CCC(C(=O)NCCC(C)C)CC3)ccc21 | 0.8%
Cc1cccc(S(=O)(=O)c2cn(Cc3ccc(F)cc3)c3cc(N4CCCCC4)c(F)cc3c2=O)c1 | -0.4%
CCCCC(=O)OC1=C(C(C)=O)N(Cc2ccccc2)S(=O)(=O)c2ccccc21 | -3.2%
SMILES | Epigenetic derep
Cc1ccc(OCCSc2nc3ccc(NC(=O)c4ccc(F)cc4)cc3s2)cc1 | 0.0%
Cc1ccc(NC(=O)Cn2cc(S(=O)(=O)Cc3ccccc3)c3ccccc32)cc1C | -1.2%
Cc1nn2c(=O)cc(COC(=O)c3cccc(NC(=O)COc4ccccc4Cl)c3)nc2s1 | 4.3%
Cc1nc(C)c(CCNS(=O)(=O)c2ccc(F)cc2)s1 | 0.0%
CN(Cc1ccccc1)S(=O)(=O)c1nnc(NC(=O)c2ccccc2Cl)s1 | 2.0%
COCCCNC(=O)c1ccc2nc(CCc3ccccc3)oc2c1 | -1.7%
Cc1ccc(N(CC(=O)NCc2ccc(OC(C)C)cc2)S(=O)(=O)N(C)C)cc1 | -1.3%
CC1CCN(c2nn3c(=O)c(C(=O)NCCCOC(C)C)cnc3s2)CC1 | -1.4%
Cc1cc(Nc2nc3ccccc3c3nnc(C)n23)ccc1Br | -1.1%
Cc1ccc(N(Cc2cccs2)C(=O)c2ccccc2)cc1 | -1.6%
Cc1ccc(Cl)cc1N1CCN(C(=O)c2cccn3c(=O)c4cc(Cl)ccc4nc23)CC1 | -0.2%
CC1Cc2cc(S(=O)(=O)CCC(=O)NCc3ccc(Cl)cc3)ccc2N1C(=O)C1CC1 (stereo not drawn) | 5.6%
CCCN(CCC)C(=O)c1cc2c(=O)n3cccc(C)c3nc2n1C | 4.2%
COc1ccc(C)cc1NS(=O)(=O)c1c(C(=O)N2CCC(C)CC2)c(C)n(C)c1C | -1.4%
Cc1ccccc1Nc1nc(-c2cccc(Cl)c2)c2c(n1)-c1ccccc1OC2 | -1.7%
CC(Oc1ccccc1)C(=O)Nc1nc2ccc(S(N)(=O)=O)cc2s1 (stereo not drawn) | -0.3%
CCc1nnc(SCC(=O)Nc2cc(OC)ccc2OC)nc1CC | -1.5%
Cc1cccc(-c2cc(NC(=O)COc3ccccc3F)n(-c3ccccc3)n2)c1 | -0.5%
CCOc1ccc(OCC)c(Nc2nc3ccccc3c3nnc(C)n23)c1 | 9.9%
CCOC(=O)c1ccccc1NC(=O)c1cnn(-c2ccc(OC)cc2)c1C1CCN(C(=O)OC(C)(C)C)CC1 | -0.4%
O=c1c2oc3ccccc3c2n(Cc2ccc(F)cc2)c(=O)n1Cc1ccco1 | 1.9%
CCCn1c2ccccc2c2cnn(CC(=O)NCCN(CC)CC)c(=O)c21 | -1.2%
Cn1ncc(C(=O)N2CCN(c3ccc(F)cc3)CC2)c1C1CCN(C(=O)OC(C)(C)C)CC1 | -0.4%
CCOc1ccc(CCNC(=O)c2cn(-c3cccc(OC)c3)c(=O)c3ccccc23)cc1 | 0.0%
CC(C)Oc1ccc(C(=O)N2CCC(c3nc4ccccc4s3)CC2)cc1 | -1.6%

2 records drawn at random from the list so far, as already listed:
SMILES | Epigenetic derep
Cc1ccc(N(Cc2cccs2)C(=O)c2ccccc2)cc1 | -1.6%
Cc1ccc(Cl)cc1N1CCN(C(=O)c2cccn3c(=O)c4cc(Cl)ccc4nc23)CC1 | -0.2%

Later entries.
SMILES | Epigenetic derep
Cc1ccc(Cc2nc3ccccc3nc2SCC(=O)N2CCCc3ccccc32)cc1 | -3.4%
CCOc1ccc(Cn2c(CNS(=O)(=O)c3ccc([N+](=O)[O-])cc3)nc3cccnc32)cc1 | 0.0%
COCCn1c(=NC(=O)c2ccc3c(c2)OCCO3)sc2cc(C(=O)OC)ccc21 | 3.6%
CCN(CC)C(=O)c1sc2c(c1C)c(=O)n(-c1ccc(C)c(C)c1)c(=O)n2Cc1cc(=O)n2ccccc2n1 | -0.2%
COc1ccc(OCC(=O)NC2CC(=O)N(c3cccc(OC)c3)C2)cc1 (stereo not drawn) | 1.4%
CCOC(=O)c1c(C)oc2nc(C)nc(NCc3ccccc3Cl)c12 | -1.3%
O=C(COc1ccccc1Cl)Nc1nnc(S(=O)(=O)N2CCCC2)s1 | 0.8%
COC(=O)c1c(-c2ccc(Cl)cc2)noc1N1CCN(c2ccc(C)cc2C)CC1 | 5.8%
COc1ccc(CCNC(=O)c2sc3nc4n(c(=O)c3c2C)CCCC4)cc1OC | 1.4%
O=C(NCCc1ccc(Cl)cc1)c1ccc(CS(=O)(=O)c2ccc(Cl)cc2)o1 | 5.0%
CCOC(=O)c1cc(S(=O)(=O)NCc2ccc(C)cc2)[nH]n1 | -1.7%
CC(C)c1ccc(NC(=O)CSC2=Nc3ccccc3C3=NC(CC(=O)NCc4ccco4)C(=O)N23)cc1 (stereo not drawn) | -0.5%
Cc1ccc(N(C)C(=O)CC(C)S(=O)(=O)c2ccc3c(c2)NC(=O)CO3)cc1 (stereo not drawn) | -1.2%
Cc1cccc(NC(=O)c2sc3nc4n(c(=O)c3c2C)N=C(c2ccc(F)cc2)CS4)c1C | 0.0%
CCCCCn1c(=O)c2c(nc3n2CCN3c2ccc(Br)cc2)n(C)c1=O | 0.0%
Cc1cn(C)c(CC(=O)NCc2ccc(Cl)cc2)c1C(=O)O | -0.5%
NS(=O)(=O)c1ccc(CCNC(=O)c2ccc3nc(Cc4ccccc4)oc3c2)cc1 | -1.7%
Cc1ccc(-n2ncc(C(=O)NCCCN3CCCCC3)c2C2CCN(C(=O)OC(C)(C)C)CC2)cc1 | -1.3%
Cc1cc(C)cc(NC(=O)c2sc3nc4n(c(=O)c3c2C)N=C(c2ccccc2)CS4)c1 | 1.3%
CCOc1ccc(NC(=O)Cn2c(=O)nc(-c3ccccc3)c3ccccc32)cc1 | -3.3%
COC(=O)c1sc2cccc(F)c2c1S(=O)(=O)NCc1ccccc1Cl | 0.0%
O=C(NCCc1ccc(Cl)cc1)c1ccc(CS(=O)Cc2cccc(Cl)c2)o1 (stereo not drawn) | 2.8%
COC(=O)c1ccc(CSc2nc3c([nH]c4ccccc43)c(=O)n2-c2ccc(OC)cc2)o1 | 8.3%
COc1cc(OC)c(NC(=O)N2CCc3c(sc4c3CCCC4)C2c2ccccc2)cc1Cl (stereo not drawn) | -5.3%
COc1ccccc1C(=O)NCc1nnnn1-c1ccc(C)c(C)c1 | -3.4%
SMILES | Epigenetic derep
Cc1ccc(-n2nc(C)c3c(C(=O)NCc4ccccc4)cc(C4CC4)nc32)cc1 | -1.3%
CC1=C(c2ccc(C(C)C)cc2)S(=O)(=O)N=C1N1CCC(C(=O)NCCc2ccco2)CC1 | 5.9%
CC(C)Cc1nn2c(=O)cc(COC(=O)c3ccc(NC(=O)CCc4ccccc4)cc3)nc2s1 | -0.1%
COc1ccc(-c2nnc(SCC(=O)Nc3ccc(C(C)C)cc3)nc2-c2ccc(OC)c(OC)c2)cc1OC | ?
Cc1ccc(/C=C/c2onc(C)c2S(=O)(=O)N2CCC(C(=O)Nc3ccc(C)c(N(C)C)c3)CC2)cc1 | -1.7%
Cn1nnc2c(N3CCN(c4ccccc4Cl)CC3)ncnc21 | 5.9%
COc1ccccc1N1CCN(S(=O)(=O)c2ccc(-c3cnc(C4CC4)o3)cc2)CC1 | -2.1%

Structures listed so far that contain an aryl thioether with sulfur outside any ring:
SMILES | Epigenetic derep
Cn1c(SCc2ccccc2Cl)nc(=O)c2c1NC(=O)CC2c1cc(F)ccc1F (stereo not drawn) | 4.3%
CCc1cccc(NC(=O)CSc2ncc3c(n2)-c2ccccc2N(Cc2ccccc2C)S3(=O)=O)c1 | -2.4%
Cc1ccc(CN2CCc3nc(SCC(=O)Nc4cccc(C)c4C)[nH]c(=O)c3C2)cc1 | -5.8%
O=C(CSc1nc(=O)n(Cc2ccncc2)c2c1CCC2)Nc1ccccc1 | -0.9%
Cc1nc(SCc2cc(=O)c3cccc(F)c3[nH]2)n[nH]1 | 0.2%
Cc1nc2nc(SCC(=O)NCCc3ccc(Cl)cc3)nn2c(C)c1Cc1ccccc1Cl | -0.7%
CC(NC(=O)CSc1nc(-c2cccc(Cl)c2)nc2cc(=O)[nH]n12)c1nc2ccccc2n1C (stereo not drawn) | -3.9%
Cc1ccc(OCCSc2nc3ccc(NC(=O)c4ccc(F)cc4)cc3s2)cc1 | 0.0%
CCc1nnc(SCC(=O)Nc2cc(OC)ccc2OC)nc1CC | -1.5%
Cc1ccc(Cc2nc3ccccc3nc2SCC(=O)N2CCCc3ccccc32)cc1 | -3.4%
COC(=O)c1ccc(CSc2nc3c([nH]c4ccccc43)c(=O)n2-c2ccc(OC)cc2)o1 | 8.3%
COc1ccc(-c2nnc(SCC(=O)Nc3ccc(C(C)C)cc3)nc2-c2ccc(OC)c(OC)c2)cc1OC | ?

Screening results (PubChem BioAssay)

This is a subset. The share of hits here may be higher or lower than overall.
